# hIAP inh – blocks human intestinal alkaline phosphatase; P09923; purified IAP, CDP-Star luminescence, 30 min; inhibition, % at 10 µM; hit rate 0.12% among 330,000; AID 2544;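 active = inhibition reaching a set limit with compound at 10 µM in the primary screen, cut at about 35% in these data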;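 also: plate controls were DMSO wells with enzyme for no effect and no-enzyme buffer wells for full effect; values of inactives mirror those of a sister screen read the other way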
# Target sequence (P09923 whole entry, looked up): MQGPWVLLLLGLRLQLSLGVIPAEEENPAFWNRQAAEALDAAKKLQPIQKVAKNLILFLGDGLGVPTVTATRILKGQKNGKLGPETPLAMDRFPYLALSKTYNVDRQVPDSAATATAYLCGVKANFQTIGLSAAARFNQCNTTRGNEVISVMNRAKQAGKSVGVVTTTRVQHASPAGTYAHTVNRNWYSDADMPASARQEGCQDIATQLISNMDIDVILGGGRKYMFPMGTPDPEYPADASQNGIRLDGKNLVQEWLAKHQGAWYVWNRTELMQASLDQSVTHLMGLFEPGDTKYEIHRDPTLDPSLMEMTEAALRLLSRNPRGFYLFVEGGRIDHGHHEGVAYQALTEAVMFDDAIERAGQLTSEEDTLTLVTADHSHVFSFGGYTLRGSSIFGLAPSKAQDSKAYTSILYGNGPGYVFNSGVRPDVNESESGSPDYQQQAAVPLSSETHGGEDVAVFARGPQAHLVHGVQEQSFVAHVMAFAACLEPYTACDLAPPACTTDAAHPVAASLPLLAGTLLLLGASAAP
# MIN6 prolif – MIN6 beta-cell proliferation induction | MIN6 cells proliferation, ATPlite luminescence, 48 h; cells starved in 0.2% serum; 100% = growth in 10% serum | proliferation, % at 10 µM | hit rate 0.29% among 330,000 | AID 2380;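 active = compounds whose signal lies at least 3.5 SD above the mean of all wells on their plate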;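 also: 0% = DMSO-treated cells in low-serum medium and 100% = 10% serum control; some compounds called inactive have numbers as strong as hits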
# mIAP act – increases mouse intestinal alkaline phosphatase activity. muIAP, CDP-Star luminescence, 30 min; hits give high values; 1 = vehicle-only enzyme signal, 0 = enzyme-free wells. activation factor at 10 µM. hit rate 0.24% among 330,000. AID 2805;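 active = activation factor of at least 2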; also: the source names both 10 and 20 µM as test concentration; values of inactives mirror those of a sister screen read the other way
#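 System: Mouse IAP enzyme | Also added: CDP-Star substrate | Dosing: Compounds dispensed in DMSO | Schedule: 30 min enzyme-substrate-compound incubation at room temperature | Technique: Chemiluminescence readout | Control set: DMSO-only wells and no-enzyme negative control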
# mIAP block – blocks mouse intestinal alkaline phosphatase. purified mouse IAP, CDP-Star luminescence, 30 min. inhibition, % at 10 µM. hit rate 0.2% among 330,000;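 active = inhibition of at least 40% at 10 µM in the primary screen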;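 also: plate controls were DMSO with enzyme for no effect and no enzyme wells for full effect; values of inactives mirror those of a sister screen read the other way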
# NLRP3 yeast inh – inhibitors of NALP3 inflammasome in yeast. Yeast reconstituted NLRP3/ASC/caspase-1, beta-gal luminescence, 24 h. inhibition, % at 10 µM. hit rate 0.39% among 330,000. AID 2825;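 active = inhibition of 50% or more; inactive = inhibition below 50%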;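 also: plate controls were induced DMSO wells for no effect and uninduced yeast grown without galactose for full effect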
# APOBEC3A inh – blocks human APOBEC3A ssDNA deamination; inhibition, % at 20 µM; hit rate 0.41% among 330,000; recombinant A3A, FAM/TAMRA ssDNA deamination fluorescence; AID 493011;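 active = at least 40% inhibition at 20 µM here, with at most 30% in a related deaminase screen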;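 also: plate controls were A3A with DMSO for no effect and wells lacking A3A enzyme for full effect; some results filed as inactive read as strong as hits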
# TIM10 inh – TIM10 yeast growth inhibition; S. cerevisiae TIM10 strain growth, BacTiter-Glo luminescence, 24 h; inhibition, % at 10 µM; hit rate 1.4% among 330,000; AID 463195;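 active = inhibition of 40% or more at the single tested concentration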;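 also: wild-type TIM10 isogenic control strain grown at permissive 25 °C; 0% = DMSO yeast wells and 100% = minimal medium wells without yeast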
# tim10-1 inh – tim10-1 yeast growth inhibition; S. cerevisiae tim10-1 ts strain growth, BacTiter-Glo, 24 h; inhibition, % at 20 µM; hit rate 2.2% among 330,000;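 active = inhibition of at least 40%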;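 also: mutant grown at 25 °C; 0% = DMSO wells with yeast and 100% = wells holding no yeast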
# APOBEC3G inh – inhibitors of human APOBEC3G DNA deaminase | recombinant A3G, ssDNA deamination FAM/TAMRA fluorescence | Q9HC16 | hit rate 0.28% among 330,000 | inhibition, % at 20 µM;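 active = inhibition of at least 40% at 20 µM, with no more than 30% in the related APOBEC3A deaminase screen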;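 also: plate controls were DMSO wells with A3G for no effect and wells lacking A3G enzyme for full effect; some compounds called inactive have numbers as strong as hits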
# Target sequence (Q9HC16 whole entry, looked up): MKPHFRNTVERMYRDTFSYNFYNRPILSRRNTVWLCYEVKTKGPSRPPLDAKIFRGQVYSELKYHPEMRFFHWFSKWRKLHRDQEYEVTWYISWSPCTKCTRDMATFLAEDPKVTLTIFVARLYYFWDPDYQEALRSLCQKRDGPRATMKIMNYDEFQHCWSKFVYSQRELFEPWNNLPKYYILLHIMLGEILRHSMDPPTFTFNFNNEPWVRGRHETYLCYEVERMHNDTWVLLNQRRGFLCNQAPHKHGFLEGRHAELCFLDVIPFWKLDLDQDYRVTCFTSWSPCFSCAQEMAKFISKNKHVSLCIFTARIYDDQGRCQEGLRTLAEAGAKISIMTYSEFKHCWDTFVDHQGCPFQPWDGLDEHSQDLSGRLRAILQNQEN
# Starred values were filed as active, the others as inactive. Not a hit list. Share with any hit: about 4.6%.
# Under each structure – mIAP block	APOBEC3A inh	MIN6 prolif	hIAP inh	APOBEC3G inh	tim10-1 inh	TIM10 inh	NLRP3 yeast inh	mIAP act
> O=C(c1cnn2c1NC(c1ccc(Br)cc1)CC2C(F)(F)F)N1CCN2CCCC2C1 (stereo not given)
    4.4	2.2	-2.4	12.3	3.2	7.5	-4.0	17.1	0.956
> Cc1ccc(CN2CC(C(=O)Nc3ccc(C)cn3)CC2=O)cc1 (stereo not given)
    -0.2	2.0	-3.7	-9.6	-2.2	4.8	-2.9	18.7	1
> Cc1cc(NC(=O)C2CC(=O)N(c3ccc(F)cc3)C2)no1 (stereo not given)
    -10.9	-1.9	-0.2	6.0	-7.6	-17.4	-2.0	14.8	1.11
> Cc1ccc(S(=O)(=O)NC(=O)c2cccc(Br)c2)cc1
    5.3	-5.1	2.0	-26.5	-3.7	-16.6	-4.1	-10.9	0.947
> Cc1ccc(NC(=O)CCC(=O)NNC(=O)c2cccc([N+](=O)[O-])c2)cc1C
    0.5	6.1	-3.5	3.0	4.5	-10.2	-1.8	11.6	0.995
> COc1ccccc1CNC(=O)C1CCN(c2ncnc3c2nc2n3CCCCC2)CC1
    -17.7	1.2	-1.9	10.2	16.4	-4.9	10.5	7.3	1.18
> O=C(/C=C/c1ccc([N+](=O)[O-])cc1)OCC(=O)c1ccc[nH]1
    -1.3	-1.4	4.2	-1.9	-4.5	-3.7	-0.9	6.6	1.01
> O=C(CSc1ccccn1)NCc1ccc2c(c1)OCO2
    10.5	3.6	-2.3	14.5	1.2	20.3	-1.3	-15.8	0.895
> Cc1ccc(CNC(=O)COC(=O)c2cncc(Br)c2)cc1
    4.0	1.2	0.7	7.7	-1.7	6.5	-17.6	5.9	0.96
> COc1ccc(C(=O)NCC(=O)OCC(=O)N2CCC(C)CC2)cc1OC
    -10.0	-0.5	1.4	-8.2	1.0	17.8	-19.5	-3.0	1.1
> CCOc1ccc(/C=C/C(=O)N(CC)CC(=O)Nc2ccc3c(c2)OCCO3)cc1OC
    6.6	-9.1	0.5	10.9	-10.1	6.2	1.8	8.3	0.934
> Cn1nnnc1Sc1ncnc2scc(-c3cccc(C(F)(F)F)c3)c12
    10.2	1.0	-6.3	-14.5	8.3	18.5	11.9	23.7	0.898
> COc1ccccc1/C=N/NC(=O)CCSc1ccccc1
    6.5	0.8	2.6	4.4	-1.0	21.8	30.9	7.8	0.935
> O=C(Nc1ccccc1)N1CCCN(Cc2ccccc2F)C1
    -9.4	-1.7	-2.1	-12.8	8.8	10.6	-12.6	9.4	1.09
> O=C(C1=C(O)C(=O)N(CC2CCCO2)C1c1ccccc1[N+](=O)[O-])c1ccco1 (stereo not given)
    7.1	-6.1	-5.7	15.3	4.6	-19.1	14.9	13.3	0.929
> COCC1CCN(Cc2c(C(=O)N3CCN(C4CCCCC4)CC3)nc3ccccn23)C1 (stereo not given)
    -9.8	-3.6	-1.5	19.8	-8.4	18.0	-3.0	9.5	1.1
> COc1ccc(-c2noc(CCCC(=O)Nc3ccc(C(N)=O)cc3)n2)cc1OC
    -0.3	-4.0	-1.1	10.3	-9.4	5.1	4.0	10.0	1
> COc1ccc2oc(C(=O)OCC(=O)N(C)c3c(N)n(Cc4ccccc4)c(=O)[nH]c3=O)c(C)c2c1
    -8.3	25.1	-3.0	0.5	7.0	6.2	10.7	9.5	1.08
> COc1ccccc1N(CC(=O)NC1CCCC1)C(=O)CCC(=O)Nc1cc(C)on1
    2.5	0.5	0.0	-2.2	3.1	-3.6	11.3	-8.9	0.975
> Cc1cccc(OCC(=O)OC(C)C(=O)Nc2ccc(S(=O)(=O)N3CCCCC3)cc2)c1 (stereo not given)
    -8.1	-0.1	-1.9	-9.6	0.6	30.3	16.8	3.7	1.08

# Looked up above:
# `COc1ccc2oc(C(=O)OCC(=O)N(C)c3c(N)n(Cc4ccccc4)c(=O)[nH]c3=O)c(C)c2c1` @ MIN6 prolif = -3.0
# `Cc1cccc(OCC(=O)OC(C)C(=O)Nc2ccc(S(=O)(=O)N3CCCCC3)cc2)c1` (stereo not given) @ hIAP inh = -9.6

# The listing continues:
# Under each structure – mIAP block	APOBEC3A inh	MIN6 prolif	hIAP inh	APOBEC3G inh	tim10-1 inh	TIM10 inh	NLRP3 yeast inh	mIAP act
> CCOC(=O)C(NC(=O)c1ccc(OC)cc1)(OCC1(CC)COC1)C(F)(F)F (stereo not given)
    4.8	-1.7	2.9	-8.3	0.4	5.4	17.4	-0.2	0.952
> CCc1ccc2c(c1)C(NC(C)=O)C(=O)N2CCN1CCOCC1 (stereo not given)
    4.7	-3.0	-0.9	-3.9	-6.8	-3.1	0.2	1.3	0.953
> C/C=C(/C)C(=O)Nc1cccc(C2=NOC3(C2)C[C@@H](C(N)=O)N(C(=O)CCCCC)C3)c1 (stereo not given in full)
    -15.1	5.2	-2.3	-0.4	9.8	6.9	4.2	4.9	1.15
> CN(C(=O)CN1C(=O)S/C(=C\c2ccc(F)cc2)C1=O)C1CCS(=O)(=O)C1 (stereo not given)
    3.8	0.0	-2.2	-15.5	-6.2	-6.2	17.3	6.5	0.962
> COc1ccc(C(=O)C2CN(c3ccccc3)CC2c2ccc(Cl)cc2)cc1 (stereo not given)
    4.4	-3.3	-2.8	18.0	-5.5	-3.9	3.6	1.5	0.956
> CCOc1ccc(OCCC(=O)OCC(=O)Nc2ccc(N3CCOCC3)cc2)cc1
    -4.4	15.9	-3.0	24.8	1.6	-4.1	0.6	22.4	1.04
> CC(=O)NC1C(OCc2ccccc2)OC(CO)C(OC(C)=O)C1OC(C)=O (stereo not given)
    4.7	-5.3	-1.2	4.1	-8.1	-1.8	14.1	-6.2	0.953
> COc1cc(C(=S)N2CCOCC2)ccc1O
    3.2	-1.1	-2.3	4.8	-1.8	-9.2	-9.9	5.5	0.968
> COC(=O)C1CCCN1S(=O)(=O)c1ccccc1NC(=O)c1cc(OC)c(OC)c(OC)c1 (stereo not given)
    -1.4	-3.4	-0.6	6.5	-7.7	20.7	0.6	-5.5	1.01
> COc1ccc(NC(=O)c2cc(-c3cc(C)ccc3O)n[nH]2)cc1Cl
    -26.2	-6.1	-1.6	3.6	-7.6	-3.6	0.6	-3.7	1.26
> Cn1c(=O)n(Cc2ccc(F)cc2)c(=O)c2c1nc1n2CCCN1Cc1ccccc1
    -6.0	-0.6	-2.7	5.8	-2.2	33.3	23.5	21.5	1.06
> CCc1cccc(C)c1NC(=O)CCOc1ccccc1
    0.8	-1.8	-5.8	8.3	-7.2	20.8	0.8	12.0	0.992
> Cc1ccc2cc(NC(=O)c3ccccc3)ccc2n1
    4.3	2.8	-4.2	5.4	-2.1	-28.5	-21.6	40.1	0.957
> CCCc1n[nH]c2c1/C(=N\O)CCC2
    0.9	-1.7	0.2	-9.0	-5.1	8.3	-29.2	0.0	0.991
> CCCS(=O)(=O)N1CCN(Cc2ccc(OCc3ccccc3)c(OC)c2)CC1
    -1.5	-2.6	-2.1	-11.5	-4.6	29.6	7.7	25.7	1.01
> S=c1nc(-c2ccc(Cl)cc2)[nH][nH]1
    13.2	-7.6	-1.1	-5.7	9.7	0.6	3.2	-3.0	0.868
> O=C(CCN1C(=O)C2CC=C(Cl)CC2C1=O)NCc1ccccc1 (stereo not given)
    10.0	-2.5	-0.6	0.8	-7.0	-14.9	-0.9	17.4	0.9
> Cc1c(C(=O)O)oc2c(F)cccc12
    -1.6	-3.1	-2.3	-4.0	-5.7	0.7	4.7	7.1	1.02
> Cc1ccc(-c2cc(C(=O)NC3CCN(Cc4ccccc4)CC3)c3ccccc3n2)cc1
    4.2	1.1	-6.7	3.8	-7.7	-8.4	-5.4	22.1	0.958
> COc1ccc(CN2C=C3C(=O)C(C)(OC(=O)C4CCCC4)C(=O)C=C3C=C2c2ccsc2)cc1 (stereo not given)
    3.0	2.9	-2.1	1.2	5.5	14.1	5.6	10.0	0.97
> CC(C)c1ccc(NC(=O)COC(=O)/C=C/c2cccc(Br)c2)cc1
    2.3	-3.5	0.0	7.1	-9.5	6.6	-4.6	11.5	0.977
> O=C(COc1ncnc2sccc12)N1CCN(C(=O)c2ccco2)CC1
    -2.6	27.5	1.6	-3.6	5.7	4.7	0.5	4.2	1.03
> C=CCNc1ccc(N2C(=O)C3CCC(C)CC3C2=O)cc1[N+](=O)[O-] (stereo not given)
    4.8	1.4	2.4	6.5	-1.3	-5.8	-2.5	11.8	0.952
> COc1cc2ncnc(NCc3ccccc3Cl)c2cc1OC
    -22.5	-1.7	-3.1	-7.2	-9.3	-32.7	-17.3	5.0	1.23
> CCOc1cc(CNCCO)cc(Br)c1OCc1ccc(Cl)cc1Cl
    18.2	-2.4	-6.9	5.1	-2.2	7.8	-38.1	12.8	0.818
> Cc1ccc(C(NC(=O)N2CCCC2)C(Cl)Cl)cc1F (stereo not given)
    -8.9	-6.6	0.3	-5.7	-0.6	19.7	-4.8	0.2	1.09
> Cc1ccc(C)c(NC(=O)c2ccc(S(=O)(=O)N(C)CC3CCCO3)cc2)c1 (stereo not given)
    0.6	3.7	-1.6	12.9	-1.9	15.1	10.1	24.9	0.994
> N#C/C(=C\c1ccc(O)c(O)c1)C(=O)c1ccc(O)c(O)c1
    86.6*	2.2	-3.8	37.4*	-4.2	-2.6	-0.6	31.5	0.134
> Cc1cc(C)nc(N2CCCC(C(=O)Nc3nnc(C(C)(C)C)s3)C2)n1 (stereo not given)
    2.4	-1.3	1.9	1.6	-9.0	7.1	15.8	14.1	0.976
> Cc1ccc2nc(SCC(=O)Nc3cc(C)on3)[nH]c2c1
    15.8	3.2	-0.8	-3.0	-6.0	-3.0	11.4	6.3	0.842
> COc1ccc(C(=O)NC(=S)NC2CCCCC2)cc1
    14.2	-0.1	-6.8	1.1	1.5	27.0	30.0	16.3	0.858
> Cc1cc2c(NCC(C)O)ncnc2s1 (stereo not given)
    -7.1	0.3	-1.1	-11.9	-0.3	8.2	9.2	5.0	1.07
> COC(=O)c1cn[nH]c1NC(=S)Nc1ccccc1C
    16.4	1.1	-0.9	2.0	-2.8	0.4	11.4	4.0	0.836
> O=c1oc(-c2ccc(Br)o2)nc2ccccc12
    -2.6	-6.7	-3.5	-13.2	-2.7	45.9*	32.1	11.7	1.03
> CN(CCOc1ccc(Cl)cc1)c1ccc(S(=O)(=O)N2CCCCC2)cn1
    4.5	-2.1	-3.9	21.4	-5.2	29.7	24.1	31.9	0.955
> CCc1ccccc1NC(=O)NNS(=O)(=O)c1cc(C)ccc1C
    -7.3	1.4	0.1	0.2	1.7	-4.8	1.5	19.8	1.07
> CN(Cc1ccccc1)C(=O)CC(=O)N(C)Cc1ccccc1
    -4.1	2.7	-3.4	7.2	4.6	13.1	-8.3	14.1	1.04
> Cc1nn(CC(=O)Nc2cccc(Cl)c2)c(=O)c2cc(-c3ccccc3)nn12
    -1.2	-5.6	0.1	4.9	11.7	24.0	0.9	8.2	1.01
> O=S(=O)(c1ccc(Cl)cc1)N1CCN(c2ncnc3sccc23)CC1
    5.5	4.7	-6.1	4.4	1.2	-1.1	9.0	50.2*	0.945
> N/C(=N\OC(=O)Cc1ccc(Cl)cc1)c1ccncc1
    -4.4	1.5	-0.8	-3.6	-11.4	12.2	-0.6	-3.1	1.04
> COc1ccc(CSc2nncn2C)cc1F
    -2.8	-2.3	-1.1	-26.5	-0.2	-3.4	3.8	15.5	1.03

# High-throughput results as filed in PubChem BioAssay.
